# From PubChem
# HSF1 activator – HSF-1 activators, primary screen, NIH3T3-HGL cells, MG132 stress, luminescence, single point; NIH3T3-HGL HSF-1 luciferase reporter, 8 h; 100% = twice DMSO control signal; activation, % at 9 µM; 300,000 compounds, 1.7% hits;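 active means mean replicate activation of at least 50% with a set share of replicates each reaching 50%; inconclusive means only one of those two conditions met; inactive means mean below 50% and too few replicates reaching it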;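 further: 0% = median of the neutral control wells and 100% = twice that signal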
# HSP90 inh – HSP90 inhibitors, primary screen, cell lysate, luminescence; Heat shock protein HSP 90 (rabbit reticulocyte lysate; luciferase refolding); Rabbit reticulocyte lysate, luciferase refolding luminescence, 3 h; inhibition, % at 5.6 µM; 290,000 compounds, 0.91% hits;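 active means inhibition above the screen-wide mean plus 3 SD, computed separately per campaign, cut at about 16% in these data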;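 further: 0% = DMSO wells and 100% = 60 µM geldanamycin wells; inhibitors lower the luminescence because luciferase stays unfolded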
# KLF5 inhibitor – KLF5 expression inhibitors, primary screen, DLD-1 cells, luminescence; DLD-1 KLF5 promoter-luciferase reporter; inhibition, % at 5 µM; 290,000 compounds, 0.23% hits; AID 1700, 2009;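 active means inhibition above a per-plate limit of that plate's mean compound inhibition plus 3 SD, cut at about 60% in these data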;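 further: 0% = DMSO wells and 100% = LY294002 at 200 µM; higher means less KLF5 promoter-driven luciferase light; inactives centre near -14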
# Dyrk1A ADPGlo – rat Dyrk1A kinase inhibitors, primary screen, biochemical, single point, plate reader; Dual specificity tyrosine-phosphorylation-regulated kinase 1A (Rattus norvegicus), Q63470; ADP-Glo luminescence, NFATc1 peptide; inhibition, % at 12.5 µM; 310,000 compounds, 0.43% hits; in the data active means inhibition above about 50%;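 further: plate controls were vehicle with enzyme for no effect and no enzyme for full effect; many of its hits are not listed in these tables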
# HSF1 inh – HSF1 inhibitors in luciferase reporter cells, primary screen, cell-based, NIH3T3, luminescence | activity change, negative = inhibition, % at 7.5 µM (by protocol) | AID 2098, 2009 | 300,000 compounds, 0.77% hits | NIH3T3-HGL HSE-luciferase, MG132-induced, luminescence 8 h; hits give low values;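 active means more than half of replicate wells show activity change below -50%, luminescence cut by over half; inconclusive means some wells, but at most half, below -50%; inactive means no replicate well below -50%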;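 further: luciferase reports HSF-1 transcriptional activity via heat shock element; 0% = median of DMSO wells and -100% = zero luminescence signal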
# GSK3B inh – human GSK3beta kinase inhibitors, primary screen, biochemical, cell-free homogeneous, HTS; Glycogen synthase kinase-3 beta (Homo sapiens), P49841; GST-GSK3beta kinase, ADP-Glo luminescence, 60 min; hits give low values; activity score (negative = inhibition), % at 10 µM; 300,000 compounds, 0.038% hits; AID 2097, 2009;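 active means more than half of replicate wells score below -50%, meaning over 50% inhibition versus plate controls; inconclusive means some replicates but at most half score below -50%; inactive means no replicate scores below -50%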;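 further: 0% = median DMSO wells and -100% = median GW8510 positive control wells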
# Target sequence (P49841 whole entry, looked up): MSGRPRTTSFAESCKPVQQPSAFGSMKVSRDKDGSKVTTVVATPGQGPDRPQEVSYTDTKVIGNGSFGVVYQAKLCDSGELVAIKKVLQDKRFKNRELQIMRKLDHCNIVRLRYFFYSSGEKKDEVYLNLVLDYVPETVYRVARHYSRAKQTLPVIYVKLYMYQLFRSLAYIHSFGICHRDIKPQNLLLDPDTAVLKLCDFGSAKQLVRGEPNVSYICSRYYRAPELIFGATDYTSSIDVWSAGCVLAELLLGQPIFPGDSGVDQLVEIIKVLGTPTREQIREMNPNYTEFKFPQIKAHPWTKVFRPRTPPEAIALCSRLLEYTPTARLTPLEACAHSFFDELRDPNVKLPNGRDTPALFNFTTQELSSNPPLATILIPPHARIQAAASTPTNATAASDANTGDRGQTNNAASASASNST
#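 Assay system: GST-fused GSK3beta enzyme, cell-free / Medium: Tris pH 7.5 buffer with MgCl2, DTT, BSA, heparin / Also added: peptide substrate plus 25 µM ATP (final) / Compound: 10 µM single point / Timing: kinase reaction with compound 60 min at room temperature / Detection: ADP-Glo luminescence / Benchmarks: DMSO neutral wells and GW8510 at 20 µM as positive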
# GSK3 alpha inh – blockers of GSK3A enzyme activity – biochemical, luminescence, cell-free homogeneous, HTS, primary screen | Glycogen synthase kinase-3 alpha (Homo sapiens), P49840 | GSK-3 alpha kinase, ADP-Glo luminescence, 60 min | inhibition, % at 10 µM | 320,000 compounds, 0.1% hits | AID 2650, 2010;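 in the data active means inhibition above about 50%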;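 further: GST-tagged GSK-3 alpha with peptide substrate and 25 µM ATP; 0% = DMSO neutral wells and 100% = GW8510 positive control wells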
# Target sequence (P49840 whole entry, looked up): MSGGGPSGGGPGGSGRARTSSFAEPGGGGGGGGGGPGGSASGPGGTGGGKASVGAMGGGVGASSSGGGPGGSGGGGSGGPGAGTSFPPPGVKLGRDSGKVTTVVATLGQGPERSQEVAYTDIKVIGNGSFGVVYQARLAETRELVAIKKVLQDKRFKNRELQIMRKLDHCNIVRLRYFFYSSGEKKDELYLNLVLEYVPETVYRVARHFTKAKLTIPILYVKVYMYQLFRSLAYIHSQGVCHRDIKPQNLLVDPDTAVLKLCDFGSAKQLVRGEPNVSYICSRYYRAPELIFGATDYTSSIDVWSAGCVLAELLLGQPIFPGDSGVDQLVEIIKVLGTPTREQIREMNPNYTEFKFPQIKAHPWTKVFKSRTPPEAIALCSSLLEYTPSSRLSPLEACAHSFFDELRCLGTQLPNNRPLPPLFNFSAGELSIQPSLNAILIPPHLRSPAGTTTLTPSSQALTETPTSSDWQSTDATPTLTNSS
# IEC-6 cytotox – cytotoxicity in IEC-6 intestinal epithelial cells, primary screen, cytotoxicity control for KLF5 inhibitor project, cell-based, luminescence; inhibition, % at 5 µM; IEC-6 cytotoxicity, luminescence viability; 290,000 compounds, 0.78% hits; in the data active means inhibition above about 22%;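 further: 0% = plate median of test compound wells and 100% = cytotoxic reference compound wells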
# aSyn 5UTR inh – MLPCN primary screen, SNCA 5' untranslated region; alpha-synuclein 5'UTR reporter, inhibitor activity; inhibition, % (tested at 7.5 µM); 300,000 compounds, 0.82% hits; AID 1813, 2009; in the data active means inhibition above about 60%; inconclusive means no clear call, values can overlap the other calls;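 further: H4 neuroglioblastoma cells stably carrying SNCA 5'UTR luciferase fusion; 0% = DMSO wells and 100% = positive control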
# Platelet DG rel – inhibitors of platelet dense granule secretion, primary screen, cell-based, MLPCN, human platelets; human platelet-rich plasma, SFLLRN dense granule ATP release, luminescence; inhibition, %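 (compounds screened at 7.5 µM in platelet-rich plasma)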; 300,000 compounds, 0.22% hits; AID 1663, 2009;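 active means mean replicate score, as percent of positive control, at or above 50; inconclusive means mean below 50 but at least one replicate at or above 50; inactive means mean and every replicate below 50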
# * marks the source's active call; other numbers are inactive results; ? = inconclusive; · = not tested or not shown. A portion of the library; the hit share may differ from the screen's.
SMILES,HSF1 activator,HSP90 inh,KLF5 inhibitor,Dyrk1A ADPGlo,HSF1 inh,GSK3B inh,GSK3 alpha inh,IEC-6 cytotox,aSyn 5UTR inh,Platelet DG rel
Cc1cccc(Oc2cc(NC(=O)c3ccccc3)cc([N+](=O)[O-])c2)c1,11,-1,-44,-3,14,-3,-2,-4,-2,-7
Cc1cc(C)cc(NC(=O)CCCCCN2C(=O)[C@@H]3Cc4ccccc4CN3C2=O)c1,4,1,-6,-2,2,-1,2,0,-2,-4
O=C1NCCc2c1[nH]c1ccc([N+](=O)[O-])cc21,-29,5,10,8,-18,-1,-1,-3,70*,9
O=C1CC(N2CCN(Cc3ccccc3)CC2)C(=O)N1c1ccccc1 (stereo unspecified),-2,4,-44,4,0,2,0,3,11,2
Cc1ccc(C(C)C)cc1OCC(=O)NNC(=O)Nc1ccccc1,-15,-3,-2,-1,-1,-1,-1,3,21,10
COc1ccccc1N1CCN(CC(O)COc2c(OC)cccc2OC)CC1 (stereo unspecified),-6,0,-17,-2,-14,2,0,2,17,7
CCC(C)NC(=O)c1csc2c1CCCCC2 (stereo unspecified),67*,-1,-33,0,19,2,·,-9,-14,-2
CN(C)C(=O)CCc1nc(-c2ccc(C(C)(C)C)cc2)no1,28,20*,-44,4,5,-1,-3,10,-53,1
O=C1C2C3C=CC(C3)C2C(=O)N1c1ncn[nH]1 (stereo unspecified),-2,-2,-15,0,-1,1,-1,1,21,-1
OCC1(Cc2cccc(Cl)c2)CCCN(Cc2ccc(F)c(F)c2)C1 (stereo unspecified),3,-5,-1,-2,1,1,-2,-6,1,-1
COc1ccc(NC(=O)c2ccco2)cc1NC(=O)c1ccccc1,-5,3,-12,-6,3,2,·,2,-4,0
COc1ccc(C)cc1NC(=O)c1ccoc1C,5,-2,-21,0,-3,1,2,-5,-15,0
COC(=O)c1ccccc1NC(=O)c1cccc(NC(=O)C(C)C)c1,9,-4,-16,-21,1,-3,-1,0,-18,-3
COC(=O)c1ccccc1N1C(=O)C2C(C1=O)[C@H]1C=C[C@@H]2C1 (stereo partly specified),1,-2,-27,0,1,-4,1,3,9,-16
CCc1nnc(NC(=O)CCC(=O)N2CCN(C3CCCCC3)CC2)s1,·,1,-51,·,·,1,-1,5,6,1
N#Cc1nc(Cc2ccccc2)oc1NCc1ccccc1Cl,30,2,-12,1,20,1,2,4,26,-2
COc1ccccc1N1CCN(C(=O)C2CCCO2)CC1 (stereo unspecified),-7,-2,13,-1,-8,-3,0,-7,-14,0
O=C(N/N=C/C1=C(N2CCOCC2)C(=C\c2ccccc2)/CC1)Nc1ccccc1,5,0,-16,0,-3,1,-5,13,30,9
CCCOc1ccc(C(=O)Nc2ccc(S(=O)(=O)Nc3cc(C)nc(C)n3)cc2)cc1,4,-2,-41,-4,0,1,·,-5,2,-3
CCC(C(=O)NCCc1c[nH]c2ccc(C)cc12)c1ccccc1 (stereo unspecified),-8,3,-9,-5,-1,-1,2,0,7,-4
COc1cc(/C=C/C(=O)O)cc2c1OCCO2,-1,-2,8,11,-1,4,-1,-1,-3,-4
O=C(CCN1C(=O)c2ccccc2S1(=O)=O)Nc1ccccc1O,29,3,12,-6,7,-1,1,3,10,-2
O=[N+]([O-])/C=C/c1ccc2c(ccn2Cc2ccccc2)c1,?,22*,-51,-3,57,-2,-1,6,85*,-4
CN(CC(=O)Nc1cccc(F)c1)C(=O)c1cccc(-n2cccc2)c1,8,·,·,2,-5,-2,-1,·,-6,0
CC1=CC=CC2=NC(=O)CC(C)(C(=O)O)N12 (stereo unspecified),2,0,-1,-2,-7,1,-3,-6,-4,0
COc1ccc(Cl)cc1NS(=O)(=O)c1cccc(C(=O)NC2CCC(O)CC2)c1 (stereo unspecified),-36,·,·,5,-15,-3,-1,·,8,-4
Cc1ccc(C(=O)N2CCOCC2)cc1S(=O)(=O)N1CCOCC1,-6,2,-46,-5,-5,-1,-1,3,6,2
Cc1nc(SCC(=O)N2CC(=O)Nc3ccccc32)nc(C)c1C,14,-2,-14,-6,5,0,0,2,-14,-6
CCN(CC)S(=O)(=O)c1ccc(C)c(NC(=O)COC(=O)c2ccc(C)c(S(=O)(=O)N3CCOCC3)c2)c1,20,2,5,-2,3,2,1,0,19,6
Cc1cc(=O)oc2c(CN3CCCC3)c(O)ccc12,-4,-2,-21,8,-8,-1,0,-6,3,-1

# Copied from the list:
# Cc1nc(SCC(=O)N2CC(=O)Nc3ccccc32)nc(C)c1C in IEC-6 cytotox: 2
# O=C(CCN1C(=O)c2ccccc2S1(=O)=O)Nc1ccccc1O in GSK3 alpha inh: 1

# (continued)
SMILES,HSF1 activator,HSP90 inh,KLF5 inhibitor,Dyrk1A ADPGlo,HSF1 inh,GSK3B inh,GSK3 alpha inh,IEC-6 cytotox,aSyn 5UTR inh,Platelet DG rel
O=C1CCC(C(=O)Nc2cc(C(F)(F)F)ccc2-n2cncn2)=NN1,-3,-1,-21,9,-7,0,-3,7,6,-30
O=C(NC1CCCCC1)C1CC(=O)N(CCc2ccc(F)cc2)C1 (stereo unspecified),-17,0,15,0,-15,1,-2,-4,-3,3
COC(=O)C1=C(CCc2ccccc2)NC(=O)NC1c1ccc(C#N)cc1 (stereo unspecified),18,·,·,5,8,1,0,·,8,-2
CO/N=C/NC(=O)NOCc1ncc(C(F)(F)F)cc1Cl,3,2,5,0,8,1,-2,4,1,-3
Cc1c(C)[n+](=O)c(-c2ccc(F)cc2)c(C)n1[O-],10,-1,8,-4,-5,2,-1,-3,-19,-3
C=CCC1NS(=O)(=O)OC(CCCC)C1O (stereo unspecified),0,-2,-5,1,-6,2,3,6,-4,-1
Cc1cc(N2CCOCC2)nc(N)n1,4,-1,-26,-3,-11,1,-2,0,-22,-2
COc1ccc2c(CC(=O)OCC(=O)Nc3cc(C)c(C)cc3[N+](=O)[O-])coc2c1,-3,-6,2,-2,1,2,9,-7,-2,-5
COc1ccc(C(=O)COC(=O)c2nn(C)c(=O)c3ccccc23)c(OC)c1,·,3,13,0,·,-2,0,-1,16,-4
CC(C)(C)NC(=O)COC(=O)c1ccc(S(=O)(=O)N2CCCCCC2)cc1,0,-2,0,-1,-2,-1,0,5,-2,-10

# Part of the list above, with values under each structure.
# Second line of a record: HSF1 activator	HSP90 inh	KLF5 inhibitor	Dyrk1A ADPGlo	HSF1 inh	GSK3B inh	GSK3 alpha inh	IEC-6 cytotox	aSyn 5UTR inh	Platelet DG rel
> Cc1ccc(C(=O)N2CCOCC2)cc1S(=O)(=O)N1CCOCC1
 : -6	2	-46	-5	-5	-1	-1	3	6	2
> Cc1nc(SCC(=O)N2CC(=O)Nc3ccccc32)nc(C)c1C
 : 14	-2	-14	-6	5	0	0	2	-14	-6
> CCN(CC)S(=O)(=O)c1ccc(C)c(NC(=O)COC(=O)c2ccc(C)c(S(=O)(=O)N3CCOCC3)c2)c1
 : 20	2	5	-2	3	2	1	0	19	6
> Cc1cc(=O)oc2c(CN3CCCC3)c(O)ccc12
 : -4	-2	-21	8	-8	-1	0	-6	3	-1
> O=C1CCC(C(=O)Nc2cc(C(F)(F)F)ccc2-n2cncn2)=NN1
 : -3	-1	-21	9	-7	0	-3	7	6	-30
> O=C(NC1CCCCC1)C1CC(=O)N(CCc2ccc(F)cc2)C1 (stereo unspecified)
 : -17	0	15	0	-15	1	-2	-4	-3	3
> COC(=O)C1=C(CCc2ccccc2)NC(=O)NC1c1ccc(C#N)cc1 (stereo unspecified)
 : 18	·	·	5	8	1	0	·	8	-2
> CO/N=C/NC(=O)NOCc1ncc(C(F)(F)F)cc1Cl
 : 3	2	5	0	8	1	-2	4	1	-3
> Cc1c(C)[n+](=O)c(-c2ccc(F)cc2)c(C)n1[O-]
 : 10	-1	8	-4	-5	2	-1	-3	-19	-3
> C=CCC1NS(=O)(=O)OC(CCCC)C1O (stereo unspecified)
 : 0	-2	-5	1	-6	2	3	6	-4	-1
> Cc1cc(N2CCOCC2)nc(N)n1
 : 4	-1	-26	-3	-11	1	-2	0	-22	-2
> COc1ccc2c(CC(=O)OCC(=O)Nc3cc(C)c(C)cc3[N+](=O)[O-])coc2c1
 : -3	-6	2	-2	1	2	9	-7	-2	-5

# Next section.
SMILES,HSF1 activator,HSP90 inh,KLF5 inhibitor,Dyrk1A ADPGlo,HSF1 inh,GSK3B inh,GSK3 alpha inh,IEC-6 cytotox,aSyn 5UTR inh,Platelet DG rel
COc1cccc(C(=O)N2CCN(C3CCC(c4ccccc4)CC3)CC2)c1 (stereo unspecified),1,-2,-28,·,1,4,·,-5,20,0
COc1cccc(/C=C2\N=C(C3CCCCC3)OC2=O)c1OC,-5,1,-30,·,6,1,14,3,6,-1
CCc1nnc(NC(=O)c2cc(S(=O)(=O)N3CCCCC3)ccc2N2CCOCC2)s1,6,1,-16,-10,-7,3,-4,-3,8,2
Cc1ccncc1C(N)=O,1,1,-4,-8,-4,0,-3,-4,-7,3
Cc1nn2c(=O)c(NC(=O)c3ccc(Cl)cc3)cnc2s1,20,-2,-9,·,1,0,-10,2,-66,-4
CCOC(=O)c1ccc(NC(=O)CSCC(=O)OCC(=O)c2ccccc2)cc1,-10,-3,0,-12,-1,2,0,3,-26,-23
CC1(NC(=O)NCc2ccco2)CCS(=O)(=O)C1 (stereo unspecified),7,-3,4,10,-2,0,-2,-5,-11,4
CN(C)C(=O)c1cc(C(=O)c2ccc(Cl)cc2Cl)c[nH]1,-2,-2,-82,7,5,-3,0,-1,-94,-7
Cc1ccc(COCC(CC(C)C)N2CCN(C(=O)c3cccc(C(F)(F)F)c3)CCC2=O)cc1 (stereo unspecified),29,-1,-11,3,12,-3,-3,1,19,-3
CCn1c(Cc2cccs2)nnc1SCC(=O)NC1CC1,-1,-3,-34,6,-3,-9,-2,-7,-9,-11
Cn1c(=O)c2nc3ccccc3nc2n(C)c1=O,6,3,-7,-9,2,-5,2,5,11,3
COc1cc(/C=N/NC(=O)c2cc(-c3cccc(Br)c3)nc3ccccc23)cc(OC)c1O,18,·,·,·,2,-3,-3,·,-7,3
Cc1cccc(C(=O)NCC(c2ccc(F)cc2)N2CCOCC2)c1 (stereo unspecified),-7,1,-19,0,-3,0,·,1,1,13
